# UBC13 inh: UBC13 polyubiquitin chain formation inhibitors, primary screen, biochemical, TR-FRET, uHTS. hit rate 0.47% among 330,000. AID 485273, 2010. inhibition, % at 20 µM. Ubiquitin-conjugating enzyme E2 N (Homo sapiens), P61088; in the data active = inhibition above about 45%, passing the limit was not always enough
# Target sequence (P61088 whole entry, looked up): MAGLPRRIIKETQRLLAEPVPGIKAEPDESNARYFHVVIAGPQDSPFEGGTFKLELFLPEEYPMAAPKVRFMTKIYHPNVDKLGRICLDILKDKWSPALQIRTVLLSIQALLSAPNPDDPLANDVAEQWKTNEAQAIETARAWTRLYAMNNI
# SENP8 block-1: SENP8 protease inhibitors, primary screen, biochemical, luminescence | hit rate 1.2% among 330,000 | inhibition, % at 10 µM | Sentrin-specific protease 8 (Homo sapiens), Q96LD8 | AID 2540, 2010 | purified SENP8, Z-RLRGG-aminoluciferin cleavage; in the data active = inhibition above about 50%
# APOBEC3G inh: APOBEC3G DNA deaminase inhibitors, primary screen, biochemical, fluorescence, single-stranded DNA substrate, uHTS | DNA dC->dU-editing enzyme APOBEC-3G (Homo sapiens), Q9HC16 | recombinant A3G, ssDNA deamination FAM/TAMRA fluorescence | inhibition, % at 20 µM | hit rate 0.28% among 330,000 | AID 493012, 2011;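 active = inhibition of at least 40% at 20 µM, with no more than 30% in the related APOBEC3A deaminase screen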;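 also: plate controls were DMSO wells with A3G for no effect and wells lacking A3G enzyme for full effect; some compounds called inactive have numbers as strong as hits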
# Target sequence (Q9HC16 whole entry, looked up): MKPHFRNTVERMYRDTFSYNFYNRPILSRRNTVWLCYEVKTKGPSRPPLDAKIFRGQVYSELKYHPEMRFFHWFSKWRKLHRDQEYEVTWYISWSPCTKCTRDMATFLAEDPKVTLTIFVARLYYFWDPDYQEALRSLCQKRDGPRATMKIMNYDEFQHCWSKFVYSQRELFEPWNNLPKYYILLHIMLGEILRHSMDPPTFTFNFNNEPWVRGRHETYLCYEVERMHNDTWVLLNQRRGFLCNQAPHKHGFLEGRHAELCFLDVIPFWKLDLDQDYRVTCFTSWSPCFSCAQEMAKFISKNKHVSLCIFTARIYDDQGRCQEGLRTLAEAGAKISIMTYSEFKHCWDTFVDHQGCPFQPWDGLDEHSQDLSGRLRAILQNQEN
# SENP1 FRET inh: human SENP1 catalytic domain inhibitors, primary screen, biochemical, FRET, uHTS; hit rate 0.21% among 360,000; recombinant SENP1 catalytic domain, CyPet-SUMO1-YPet FRET cleavage; Sentrin-specific protease 1 (Homo sapiens), Q9P0U3; AID 624204, 2012; inhibition, % at 10 µM;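 active = inhibition at least 30% at 10 µM, raw YFP signal under a set limit, fluorescence ratio 0.5 to 1.5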;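 also: 0% = enzyme with DMSO and 100% = no enzyme wells; some results filed as inactive read as strong as hits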
#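 Controls: no-enzyme wells low, DMSO-plus-enzyme wells high control. Test system: human recombinant His6-tagged SENP1 catalytic domain enzyme. Reagent: SFCypet-SUMO1-SFYpet FRET protein substrate, 25 nM final. Doses: one dose per compound, 10 µM, 0.5% DMSO. Detection: FRET, CFP and YFP emission. Timing: 50 min reaction at room temperature.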
# SENP8 block-2: human SENP8 protease inhibitors, primary screen, biochemical, fluorescence, Nedd8 protein substrate, uHTS; Sentrin-specific protease 8 (Homo sapiens), Q96LD8; recombinant SENP8; inhibition, % at 20 µM; hit rate 0.64% among 360,000; AID 602440, 2012; in the data active = inhibition mostly above about 40%, no sharp cut-off; inactive = mostly below about 27%
# SENP7 inh: SENP7 protease inhibitors, primary screen, biochemical, luminescence, uHTS | Sentrin-specific protease 7 (Homo sapiens), Q9BQF6 | recombinant SENP7, Z-RLRGG-aminoluciferin luminescence, 40 min | inhibition, % at 5 µM | hit rate 1.5% among 330,000 | AID 434973, 2010;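 active = inhibition above about 50% at the single test dose, limit read from the data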;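 also: plate controls were DMSO with enzyme for no effect and no enzyme buffer wells for full effect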
# Apaf1 inhib: inhibitors of human Apaf-1 apoptosome, primary screen, biochemical, DEVD-Rh110 fluorescence, uHTS; Apoptotic protease-activating factor 1 (Homo sapiens), O14727; reconstituted apoptosome caspase-3 activity; inhibition, % at 20 µM; hit rate 0.71% among 330,000; AID 489030, 2010; active = inhibition of at least 40% at 20 µM;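 also: plate controls were DMSO wells for no effect and DEVD-CHO caspase inhibitor wells for full effect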
#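 System – cell-free apoptosome with Apaf-1, procaspase-3 and caspase-9 · Buffer or medium – pH 7.5 Hepes buffer with CHAPS, BSA, DTT · Also added – cytochrome c with DEVD-Rh110 · Times – 30 min compound preincubation, 50 min activation, room temperature · Technique – Rh110 fluorescence intensity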
# SENP6 block: SENP6 protease inhibitors, primary screen, biochemical, luminescence, uHTS; hit rate 1.8% among 330,000; Recombinant SENP6 catalytic domain, aminoluciferin luminescence; AID 2599, 2010; inhibition, % at 10 µM;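 active = inhibition above about 50% at the single tested dose, limit read from the data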;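 also: plate controls were DMSO wells with enzyme for no effect and DMSO wells lacking enzyme for full effect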
# Target sequence (Q9GZR1 628-1112 limits assumed): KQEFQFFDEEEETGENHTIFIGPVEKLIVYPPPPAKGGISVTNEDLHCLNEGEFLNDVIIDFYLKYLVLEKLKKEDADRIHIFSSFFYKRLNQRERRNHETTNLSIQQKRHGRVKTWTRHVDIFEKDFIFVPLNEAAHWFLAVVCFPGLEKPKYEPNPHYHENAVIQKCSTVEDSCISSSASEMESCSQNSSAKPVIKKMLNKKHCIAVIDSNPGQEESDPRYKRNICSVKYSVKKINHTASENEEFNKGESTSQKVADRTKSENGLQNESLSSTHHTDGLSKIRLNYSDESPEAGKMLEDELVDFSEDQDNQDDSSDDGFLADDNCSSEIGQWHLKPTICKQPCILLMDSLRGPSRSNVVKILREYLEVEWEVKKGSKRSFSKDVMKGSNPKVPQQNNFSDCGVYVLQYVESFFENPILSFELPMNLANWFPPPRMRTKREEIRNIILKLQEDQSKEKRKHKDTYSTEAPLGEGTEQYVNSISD
# * hit, by the source's call; . = not tested or not shown.
SMILES,UBC13 inh,SENP8 block-1,APOBEC3G inh,SENP1 FRET inh,SENP8 block-2,SENP7 inh,Apaf1 inhib,SENP6 block
NC1C=CC=C(C(=O)O)C1 (stereo not drawn),-1.2,10.3,-8.1,1.4,7.1,0.1,-11.6,11.3
COC(=O)C1=C(C)NC(C)=C(C(=O)OCC2CCCO2)C1c1cccc(Cl)c1 (stereo not drawn),8.7,1.9,-5.1,-4.1,-387.5,2.4,0.2,-9.1
Cc1cc(C)c(C(=O)COC(=O)Cn2c(C)csc2=O)cc1C,2.1,-3.2,-8.2,0.0,8.3,5.6,4.0,1.8
CCOC(=O)c1c(NC(=O)CC2Nc3cc(C)c(C)cc3NC2=O)sc(C)c1C (stereo not drawn),-5.5,1.8,1.9,-51.5,2.8,10.2,-16.0,-3.7
CC(C)CNC(=O)/C(C#N)=C1\N=C(NC(=O)c2ccco2)c2ccccc21,-23.0,-15.0,-4.7,-43.2,10.2,10.6,2.3,-8.5
Cc1ccccc1-n1c(=O)cc(N2CC(C)OC(C)C2)[nH]c1=O (stereo not drawn),5.4,-0.2,0.6,0.8,19.9,0.5,-6.7,-10.2
C=CCn1c(SCC(=O)Nc2ccccc2)nc2scc(-c3cccs3)c2c1=O,-12.2,-8.8,-0.2,-3.2,5.4,-3.5,15.1,-12.6
Cc1nc(C)c(C(=O)O)c(-c2cccs2)c1C(=O)O,-5.3,-1.2,-3.2,3.5,24.2,-6.6,-26.2,-3.5
O=C(NCCSc1ccccc1)c1ccco1,-6.0,-2.9,-3.0,1.0,11.1,-3.0,1.3,-5.1
COc1ccc(S(=O)(=O)N2CCOCC2)cc1NC(=O)CCNC(=O)c1ccc(Br)cc1,-4.5,18.0,-7.4,-5.1,7.7,5.0,-3.2,-5.6
COc1cc(C(=O)NC2CCCC2)c(Br)c(OC)c1OC,-1.4,2.9,-6.0,0.2,-1.8,-4.2,-0.6,-5.0
NC(=O)C1CCN(C(=O)COc2ccc(Nc3ccccc3)cc2)CC1,-6.5,-0.9,-5.2,-1.6,-2.4,-6.2,-1.7,-12.7
Cc1nccn1C(c1ccccc1)c1ccccc1,2.6,-2.9,7.7,2.3,19.6,10.9,-4.6,-0.1
O=[N+]([O-])c1ccc(Sc2ccccc2)nc1,-7.5,0.2,2.6,-0.3,17.9,8.1,9.0,-14.7
CN(C)S(=O)(=O)N1CCN(c2ccc(Cl)cc2)CC1,-4.1,-5.0,0.4,2.8,18.5,-5.6,-1.5,10.0
Clc1cccc(CN2CCN(Cc3ccco3)CC2)c1,4.3,-3.2,-8.4,2.5,17.4,1.0,-7.1,-10.5
CC1CN(Cc2nc3c(c(=O)n(C)c(=O)n3C)n2Cc2ccccc2)CC(C)O1 (stereo not drawn),2.0,-0.2,3.6,0.1,10.1,7.2,5.4,-5.8
O=c1oc(-c2ccccc2Cl)nc2ccsc12,-0.9,-6.5,-4.8,3.4,12.7,1.6,4.6,-23.2
CCCN(CCC)C(=O)c1cc2c(=O)[nH]c3ccc(C)cc3c2s1,12.2,-6.6,-14.1,2.0,-394.3,-9.0,13.7,-32.5
COCc1cc(/C=N\NC(=O)c2ccc(Cl)cc2)ccc1OC,-0.7,4.3,-0.2,1.2,-28.6,-1.9,-4.8,3.4
O=S(=O)(c1ccc(Br)cc1)N1CCn2c(nc3ccccc32)C1,9.1,0.1,-5.8,2.0,6.1,-2.2,-0.3,-8.4
COC(=O)c1cc(-c2ccccc2)sc1NC(=O)CN1C(=O)c2ccccc2C1=O,-12.6,-9.9,25.6,0.6,15.8,-3.5,5.1,-9.1
O=C(CC1C(=O)NCCN1Cc1ccc(F)cc1)NCCCn1cccn1 (stereo not drawn),2.0,-1.9,-4.4,-1.5,-26.8,4.3,12.1,1.4
COc1ccc(Cl)cc1S(=O)(=O)N1CCC(C(=O)NCCc2ccccc2)CC1,3.9,2.7,-8.5,1.1,2.1,-0.5,-5.5,-8.1

# Among those listed so far, these have a COOH group.
SMILES,UBC13 inh,SENP8 block-1,APOBEC3G inh,SENP1 FRET inh,SENP8 block-2,SENP7 inh,Apaf1 inhib,SENP6 block
NC1C=CC=C(C(=O)O)C1 (stereo not drawn),-1.2,10.3,-8.1,1.4,7.1,0.1,-11.6,11.3
Cc1nc(C)c(C(=O)O)c(-c2cccs2)c1C(=O)O,-5.3,-1.2,-3.2,3.5,24.2,-6.6,-26.2,-3.5

# The results go on:
SMILES,UBC13 inh,SENP8 block-1,APOBEC3G inh,SENP1 FRET inh,SENP8 block-2,SENP7 inh,Apaf1 inhib,SENP6 block
COCCCNc1ncnc2c1sc1nc(-c3ccco3)c3c(c12)CC(C)(C)OC3,14.8,0.3,-2.1,-20.0,-432.3,0.7,-1.7,-15.6
Cc1csc(NC(=O)CSc2nnc(-c3ccncc3)o2)n1,-12.1,-2.7,10.1,2.6,-0.2,2.2,-5.7,-7.6
CC(C)Nc1nc(NC(C)C)nc(N(C)C#N)n1,7.3,-0.3,-5.0,3.1,4.0,8.3,-5.4,0.5
COc1ccccc1NS(=O)(=O)c1cc(NC(=O)c2cccnc2)ccc1N1CCCCC1,-8.6,-9.6,-7.6,-0.6,2.8,-11.6,7.7,2.2
CCC(C(=O)Nc1c(C)cc(C)cc1C)N1CCCCCC1 (stereo not drawn),7.0,0.7,-4.0,2.0,11.4,-7.9,-1.0,-27.5
COc1ccc(N=c2oc3c(OC)cccc3cc2C(=O)NCc2ccco2)cc1OC,-23.9,6.2,-3.2,-2.7,-8.2,6.4,26.5,8.3
COc1ccc(CCN2C(=O)CSC2c2ccc(OC)c(OC)c2)cc1OC (stereo not drawn),9.3,6.8,-8.4,0.6,5.7,5.6,-6.4,-2.0
C=C1CCN([C@@H](CC(C)C)C(=O)Nc2nc3ccc(Cl)cc3s2)S(=O)(=O)c2ccccc21,0.9,-6.8,2.2,-6.7,7.9,-1.5,15.9,-13.5
O=c1cc(CO)oc(C(Nc2ccccn2)c2ccccc2F)c1O (stereo not drawn),44.3,1.4,-1.2,1.6,10.8,-5.1,-1.3,-1.8
N#Cc1sc2nc3c(c(-c4cccnc4)c2c1N)CCC3,12.2,7.7,-5.3,1.0,-116.9,-3.3,-16.0,-7.0
CCC(=O)Nc1ccc(/C(C)=N\NC(=O)c2ccc(OC)cc2)cc1,-1.5,-3.2,-0.2,3.0,7.6,5.5,-20.0,-18.2
C/C(=N\Nc1ccc(Cl)c(C(=O)O)c1)c1cc2ccccc2o1,-13.2,0.7,-2.5,-3.0,-43.1,12.1,-6.1,11.3
Cc1ccc(C(=O)Oc2ccccc2C(=O)N2CCOCC2)cc1,2.0,3.5,0.5,2.5,10.1,-0.5,-6.8,-21.7
CCOC(=O)c1c(C)oc2ccc(NS(=O)(=O)c3ccc4c5c(cccc35)C(=O)N4)cc12,11.0,1.4,-0.3,-12.6,-93.0,3.5,1.0,-1.6
C=CC[C@H](CC(=O)N(CCO)Cc1ccccc1)C(=O)NC[C@H](OC(=O)[C@@H](CC=C)Cc1ccc(F)cc1)c1ccccc1,12.9,5.1,-8.2,3.6,15.7,-2.0,27.5,-6.7
O=C(Nc1nc2ccccc2n1CCN1CCCC1)C1CCCCC1,1.9,-6.3,-4.6,-1.4,22.4,-7.8,7.9,-15.0
O=C(C/C=N/OCc1ccc(F)cc1Cl)c1cnc(-c2ccccc2)s1,-2.7,-14.5,-5.8,-8.4,-45.6,8.7,8.1,5.1
CCOc1ccc2[nH]c(=O)c(CN(CCO)C(=O)c3ccc(Br)cc3)cc2c1,0.7,-5.2,-4.6,-1.1,-446.7,-5.1,10.2,-12.5
Cc1cc(C)n(-c2nnc(C)n2/N=C/c2ccccc2F)n1,1.4,-3.4,-3.5,4.0,8.4,3.0,6.7,-1.3
COc1cc(CCCN2C(=S)NC[C@@H]2c2ccccc2)cc(OC)c1OC,11.2,-4.8,-4.0,1.5,4.8,1.7,1.9,-2.3
CCn1c(SCCC#N)nnc1-c1ccncc1,1.4,-6.8,-6.9,3.9,3.9,-0.4,-11.1,-17.8
CCCCN1CC(O)=C(c2nc(-c3ccc(Br)cc3)cs2)C1=N,-5.8,-2.7,-5.7,0.0,8.3,1.9,-14.8,-4.1
COc1cccc(NC(=O)Nc2nnc(Cc3ccc(F)cc3)s2)c1,5.7,2.5,-4.9,0.4,18.5,5.1,1.1,-25.9
COc1cc(/C=C/C(=O)Nc2nnc(CC(C)C)s2)cc(OC)c1OC,16.7,-14.5,-7.1,-1.7,-420.8,-2.3,10.1,-7.3
O=C1/C(=C/c2cccnc2)SC(=S)N1C1CCS(=O)(=O)C1 (stereo not drawn),-3.3,0.7,2.0,3.0,3.1,-0.6,6.7,9.4
COc1cc(OC)cc(C(=O)NCCCN2CCOCC2)c1,-1.5,-12.0,-5.0,-1.2,26.0,-7.8,15.2,-19.7
COC(=O)c1cc(C(=O)NCCC(C)C)cc([N+](=O)[O-])c1,2.1,6.4,-2.9,0.7,23.6,-2.9,-0.4,-14.6
O=C(CCn1c(=S)[nH]c2cc3c(cc2c1=O)OCO3)N1CCc2ccccc2C1,14.6,7.0,-6.8,.,.,6.6,7.7,-15.9
CNCCC(=O)N1c2ccccc2CCc2ccc(NC(=O)OC)cc21,-1.1,-1.3,-4.3,-0.6,4.3,-6.1,4.9,-2.9
CCC(CC)NC(=O)COC(=O)c1cc(Br)ccc1Cl,6.5,-7.9,-6.9,-0.2,7.8,-8.0,-1.4,-12.6
Cc1onc(-c2c(F)cccc2Cl)c1C(=O)c1ccc(F)cc1,0.4,-0.3,-1.4,-1.2,21.1,-0.8,-6.6,-6.6
COc1ccc(C(CNC(=S)NCc2ccccc2)N2CCCC2)cc1 (stereo not drawn),7.0,3.6,-3.6,1.8,12.6,5.2,-2.7,-8.5
O=C(Cn1c(=O)c(=O)n(Cc2ccccc2)c2ccc(Cl)cc21)NCC1CCCO1 (stereo not drawn),-0.7,0.1,-3.4,2.6,-257.7,1.1,6.9,-24.5
O=C(O)c1ccc2c(c1)C(=O)N(c1cccc(S(=O)(=O)Nc3cccc(C(F)(F)F)c3)c1)C2=O,3.8,1.3,-5.5,1.2,10.1,0.7,13.9,3.3
Cc1c(C)c2c(OCC(=O)N3CCC(O)CC3)cc3c(c2oc1=O)CCC(C)(C)O3,28.5,-12.6,-3.8,-1.8,-204.9,10.2,1.6,-4.0
Cc1cccc(-c2c3c(=O)n(C)c(=O)n(C)c3cn2-c2ccccc2O)c1,9.6,3.6,-1.7,0.6,-431.3,-3.1,1.2,-0.2
COC(=O)c1ccc(S(=O)(=O)NCCSc2nnc3c4ccccc4n(C)c3n2)cc1,-4.4,-6.0,-2.5,3.3,-2.9,-2.2,1.3,-7.8
CCOCCCNc1nc2ccccc2[nH]1,8.8,6.1,-6.1,0.7,22.9,3.8,-12.6,10.2
COc1ccc(Cl)cc1N/C(N)=N/c1nc(C)cc(=O)[nH]1,5.2,-4.0,0.9,2.5,17.1,6.6,1.3,7.0

# High-throughput results deposited in PubChem by Sanford-Burnham Center for Chemical Genomics.
